Assay outcomes deposited in PubChem by Sanford-Burnham Center for Chemical Genomics.
mouse EphA4 binding: EphA4 ligand-binding antagonists – biochemical, colorimetric, mouse EphA4, primary screen (AID 689); EphA4-AP binding to KYL peptide, pNPP A405; higher % means a stronger effect; inhibition, % at 10 µM; hits with a dose series show IC50 in µM; actives 0.1% (n = 62,000); in the data active = a potency from the dose series; inactive = the rest, 99 in 100 with inhibition below about 22%
* marks the source's active call; other numbers are inactive results; & = joins results of further samples. These rows are one share of the data (hit frequency here may not be typical).

Start of the data: the first 6 entries as a preview:
mouse EphA4 binding,SMILES
0%,CCc1ccc(-n2nc3ccc(NC(=O)c4ccc5c(c4)OCO5)cc3n2)cc1
-2%,COc1ccc2cc3c(N)nn(C(=O)Cc4ccc(Cl)cc4)c3nc2c1
-14%,O=C(O)CSC1CC(=O)N(c2ccc(Cl)cc2)C1=O (centres undefined)
6%,COc1ccc(CCNC(=O)c2c(O)c3c([nH]c2=O)CCCC3)cc1
-10%,O=C(c1ccc2c(=O)n(-c3ccccc3)c(=O)[nH]c2c1)N1CCN(c2ccc(F)cc2)CC1
-8%,Cc1cc(C)n(-c2ccc(C(=O)Nc3cc(C(F)(F)F)ccc3N3CCOCC3)cc2)n1

This part in full, previewed entries included:
mouse EphA4 binding,SMILES
0%,CCc1ccc(-n2nc3ccc(NC(=O)c4ccc5c(c4)OCO5)cc3n2)cc1
-2%,COc1ccc2cc3c(N)nn(C(=O)Cc4ccc(Cl)cc4)c3nc2c1
-14%,O=C(O)CSC1CC(=O)N(c2ccc(Cl)cc2)C1=O (centres undefined)
6%,COc1ccc(CCNC(=O)c2c(O)c3c([nH]c2=O)CCCC3)cc1
-10%,O=C(c1ccc2c(=O)n(-c3ccccc3)c(=O)[nH]c2c1)N1CCN(c2ccc(F)cc2)CC1
-8%,Cc1cc(C)n(-c2ccc(C(=O)Nc3cc(C(F)(F)F)ccc3N3CCOCC3)cc2)n1
-1%,Cn1c(CCNC(=O)c2ccc(F)cc2)nc2ccccc21
0%,O=C(Nc1ccccc1F)c1ccc2nccnc2c1
2%,COC(=O)c1ccc(C2c3c(oc4ccccc4c3=O)C(=O)N2CCCN2CCOCC2)cc1 (centres undefined)
-4%,Cc1ccc(C(=O)N2CCN(c3ccc([N+](=O)[O-])cc3)CC2C)cc1 (centres undefined)
13%,COC(=O)COc1ccc(/C=C2/SC(=O)N(CC(=O)N3CCCC3)C2=O)cc1Br
-5%,CC(C)(C)n1ncc2c(=O)n(Cc3c(F)cccc3Cl)cnc21
-15%,Cc1cccc(OCCCCCNCCO)c1
1%,COc1ccccc1-c1cc(C(=O)N2CCCCC2)no1
-15%,Cc1nnc(SCC(=O)N2CC(=O)Nc3ccccc32)n1-c1ccccc1
-17%,CN1C(=O)C(=Cc2c(Cl)cccc2Cl)C(=O)N(C)C1=O
-11%,COC(=O)c1cn(NC(=O)c2cccc(N(C)C)c2)c(=O)c2ccccc12
-3%,Cc1ccc(-c2nnn(CC(=O)N(c3cccc(O)c3)C(C(=O)NC(C)(C)C)c3cccs3)n2)o1 (centres undefined)
-10%,Cc1ccc(-n2ncc3c(=O)n(CC(=O)OCc4ccccc4)cnc32)cc1
15%,CCCCS/C(=C(/C#N)C(N)=O)c1cc2c([nH]1)CCCC2
-9%,COc1cc(NC(=O)c2c(Cl)cccc2Cl)c(OC)cc1Cl
7%,Cc1ccc(S(=O)(=O)N2CCC(C(=O)N3Cc4ccccc4C3)CC2)cc1
-9%,CCCc1nc2oc(C(=O)OCC)c(N)c2c2c1COC(C)(C)C2
0%,COC(=O)c1cccc(NC(=O)CCCOc2cccc(C)c2)c1
-13%,Cc1ccc(CCNc2ccc3ccccc3c2)cn1
0%,COc1ccc(OC(C)C(=O)Nc2cccnc2)cc1 (centres undefined)
-4%,Cc1nc2ccc(NC(=O)c3ccc(Cl)s3)cc2s1
2%,NC(=O)CN1C(=O)/C(=C2\SC(=S)N(CCCC(=O)O)C2=O)c2ccccc21
-6%,COc1cc(C=O)c(Br)cc1OCc1ccc(C)cc1
-13%,COc1ccc(-c2ccc(-c3nnc(-c4cc(OC)ccc4OC)o3)cc2)cc1

Remaining list, next part.
mouse EphA4 binding,SMILES
-4%,Cc1cccc(S(=O)(=O)CC(=O)Nc2nc(-c3ccccc3)cs2)c1
-14%,O=C(NC(=S)NCCc1ccccc1)c1ccccc1
3%,Cc1c(NC(=O)COC(=O)c2cc3c4ccccc4n(C)c3s2)c(=O)n(-c2ccccc2)n1C
6%,Cc1cccc(CS(=O)(=O)Cc2ccc(C(=O)NCCCN3CCCC3)o2)c1
13%,O=S(=O)(c1cccc(-c2nnc(SCc3nc4ccccc4s3)o2)c1)N1CCOCC1
5%,Cn1c(=O)[nH]c(=O)c2c1nc(N1CCN(Cc3ccccc3)CC1)n2CCCc1ccccc1
0%,O=C(O)CCCCCNC(=O)c1ccccc1
3%,CCOc1cccc(C2C(C#N)=C(N)Oc3cc(C)oc(=O)c32)c1OCC (centres undefined)
2%,COC(=O)CN(c1ccccc1)S(=O)(=O)c1ccccc1
4%,CC(Cc1cccs1)NC(=O)NC1CCCCC1 (centres undefined)
-4%,CC1=NN(c2cccc(C(F)(F)F)c2)C(=O)/C1=C/c1ccc(N(C)C)cc1
-13%,CCOC(=O)c1ccc(N=Cc2nc3ccccc3n2C)cc1
-6%,COC(=O)c1c(C(=O)OC)c(-c2ccc(C)cc2)n2c1CS(=O)(=O)C2
-64%,O=C(CSc1nccn1-c1ccc(Cl)cc1)NCc1ccc2c(c1)OCO2
-17%,CCOC(=O)c1sc(NC(=O)COc2ccc(C)cc2Br)nc1C
-11%,O=C(O)CCCNS(=O)(=O)c1ccc(F)cc1
-3%,CCOc1ccc(C(=O)Nc2cccc(-c3nc4cccnc4o3)c2)cc1Cl
-8%,CCOCCn1c(CN2CCN(c3cccc(Cl)c3)CC2)nc2c1c(=O)n(C)c(=O)n2C
8%,COc1ccc(-c2cc3ccc(OCc4nn[nH]n4)cc3oc2=O)cc1OC
-7%,CCN(C(=S)NC(=O)c1cccnc1)c1ccccc1
8%,COc1ccccc1OCC(=O)Sc1ccc(C)cc1
0%,CC(C)C(=O)Nc1ccc(Br)cc1C(=O)O
-7%,Cc1cccc(NC(=O)C2CCCN(S(=O)(=O)c3cccc4nsnc34)C2)n1 (centres undefined)
27%,Cc1ccc(-c2ccc(CCC(=O)O)n2Cc2ccco2)cc1
-5%,COc1ccc(/C=C(/C#N)C(=O)NC2CCCCC2)cc1Br
-10%,CC1CCCCC1NC(=O)Cn1cnc2ccccc2c1=O (centres undefined)
-3%,COc1ccc(CCN(C(=O)COc2ccccc2)c2nc(-c3ccccc3)cs2)cc1OC
-12%,CCOC(=O)c1[nH]c(C)c(C(=O)Nc2ccc3c(c2)CCC3)c1C
-14%,Nc1c(-c2ccc(Cl)cc2)cnn1-c1cccc(C(F)(F)F)c1
0%&-29%,O=C(CCNc1cccc(Cl)c1)c1cccs1

Quoted at random: five compounds from above, in no set order.
mouse EphA4 binding,SMILES
7%,Cc1ccc(S(=O)(=O)N2CCC(C(=O)N3Cc4ccccc4C3)CC2)cc1
5%,Cn1c(=O)[nH]c(=O)c2c1nc(N1CCN(Cc3ccccc3)CC1)n2CCCc1ccccc1
-8%,Cc1cc(C)n(-c2ccc(C(=O)Nc3cc(C(F)(F)F)ccc3N3CCOCC3)cc2)n1
2%,COC(=O)CN(c1ccccc1)S(=O)(=O)c1ccccc1
0%&-29%,O=C(CCNc1cccc(Cl)c1)c1cccs1

More compounds
mouse EphA4 binding,SMILES
-3%,Cc1ccc2nc(-c3ccc(NC(=O)COc4ccc([N+](=O)[O-])cc4)cc3)sc2c1
-4%,COc1ccc(C(c2nnnn2C(C)(C)C)N2CCN(c3nc4ccccc4s3)CC2)cc1OC (centres undefined)
6%,CCC(=O)/C=C1\Sc2ccc(OC)cc2N1CC
13%,CCN(CCCNS(=O)(=O)c1ccc2c(c1)CCN2C(C)=O)c1cccc(C)c1
23%,FC(F)(F)c1cccc(NCc2cn3cccnc3n2)c1
-3%,CCc1nnc(NC(=O)CSc2nnc(CCc3nc4ccccc4[nH]3)n2C)s1
-12%,O=C(CN1CCCN(Cc2ccc(F)cc2Cl)C1=O)NC1CCCCCCC1
1%,COc1ccccc1COC(=O)Nc1c(C)nn(C)c1Cl
-12%,O=C(O)c1cc(-c2ccncc2)nc2ccc(S(=O)(=O)N3CCOCC3)cc12
-9%,O=C(NCCN1CCN(C(=O)c2ccc(Br)cc2)CC1)C(=O)Nc1ccccc1
5%,Cc1ccc([N+](=O)[O-])cc1N/C=C1\CCc2ccccc2C1=O
-11%,O=C(NN=C1C2CC3CC(C2)CC1C3)c1ccncc1
6%,Cc1sc2ncnc(Sc3nnnn3-c3ccccc3)c2c1C
-10%,CN(CCCNC(=O)COc1cc(=O)n(C)c2ccccc12)Cc1ccccc1
9%,Cc1cccc(NC2=C(Cl)C(=O)N(c3ccc(Cl)cc3)C2=O)c1C
-7%,CCc1nnc(NC(=O)CN2CCN(c3ccccc3OC)CC2)s1
-6%,CC(C)OC(=O)CC(=O)CSc1nc2c(cc1C#N)CCC2
-1%,O=C(Cn1c(=O)oc2cc(S(=O)(=O)N3CCCCCC3)ccc21)NC1CCCCC1
0%,Cc1cccc(C(=O)c2ccccc2C(=O)O)c1O
-3%,COc1cc(CO)cc(Br)c1OCC(=O)N1CCCCC1
2%,O=C(CCc1ccccc1)Nc1nc2n(n1)C(c1ccccc1)CC(=O)N2 (centres undefined)
-12%,O=C(O)Cc1ccc(NC(=O)C2CCCCC2C(=O)O)cc1 (centres undefined)
-7%,CCOc1ccc(NC(=S)NC(NC(=O)Cc2cccc3ccccc23)C(Cl)(Cl)Cl)cc1 (centres undefined)
-3%,CCC(c1nnnn1C(C)(C)C)N(CCOC)Cc1cc2cccc(C)c2n2nnnc12 (centres undefined)
10%,Cc1ccccc1NC(=O)N1CCCC(c2nc(-c3ccc(F)cc3)no2)C1 (centres undefined)
3%,CC(=O)n1cc(/C=N/NC(=O)c2sc(C)nc2C)c2ccccc21
-4%,COC(=O)c1cccc(C(=O)Nc2ccc(C)cc2)n1
1%,C=CCOC(=O)C1=C(C)Nc2nnnn2C1c1cccs1 (centres undefined)
2%,COc1ccc(-n2c(COc3ccc(C)cc3)nnc2SCC(N)=O)cc1
-8%,Cc1ccccc1-n1nc2c(c1NC(=O)c1cccc(F)c1)CS(=O)C2 (centres undefined)

(next part)
mouse EphA4 binding,SMILES
-20%,O=C(NCCO)c1ccc2[nH]c3c(c2c1)CCCC3
8%,Cc1nn(Cc2ccc(C(=O)N3N=C(C(F)F)CC3(O)C(F)F)cc2)c(C)c1[N+](=O)[O-] (centres undefined)
-9%,CCOc1ccccc1NC(=O)Cn1c(C)cc(COC)c(C#N)c1=O
10%,O=C(CN(c1cccc(Br)c1)S(=O)(=O)c1ccccc1)Nc1ccc(Cl)cc1
2%,CCN1CCN(C(C)C(=O)Nc2c(C)n(C)n(-c3ccccc3)c2=O)CC1 (centres undefined)
-11%,COc1ccc(C(=O)c2ccccc2)cc1Br
-4%&-10%,COc1ccc(OCCNc2cc(N3CCOCC3)ccc2[N+](=O)[O-])cc1
-8%,N#Cc1c(N)[nH]c(=S)c(C#N)c1-c1ccccc1
-10%,O=C(NCCCN1CCOCC1)/C(=C/c1ccc(-c2cccc([N+](=O)[O-])c2)o1)NC(=O)c1ccccc1
-8%,CC(=O)Nn1cc2c(=O)n(C)c(=O)n(C)c2c1
0%,CCOC(=O)C(Cc1ccccc1)NC(=O)CCc1c(C)nc2ncnn2c1C (centres undefined)
-1%,O=C(NCCOC(=O)c1ccc(F)cc1)c1ccncc1
-4%,COc1ccc(N(CC(=O)NCC2CCCO2)S(=O)(=O)c2ccc(OC)c(OC)c2)cc1 (centres undefined)
-5%,Cc1cccc(NC(=O)CSc2ncnc3nc[nH]c23)c1C
-8%,CN(C)c1ccc(N=Cc2nc(-c3ccccc3)oc2O)cc1
-4%,O=C(N/N=C/c1cccc([N+](=O)[O-])c1)c1ccc2c(c1)OCCO2
-5%,Cc1ccc(CNC(=O)C2c3ccccc3C(=O)N3CCc4ccccc4C23)o1 (centres undefined)
-15%,O=C(COc1ncnc2ccc(Br)cc12)Nc1ccc(N2CCOCC2)cc1
9%,CCOC(=O)C1=C(C)N=c2s/c(=C\c3ccc(Br)o3)c(=O)n2C1c1cccc(OC)c1 (centres undefined)
-4%,COc1ccc(NC(=O)COc2c(C)cc(C)cc2C)c(OC)c1
-13%,COc1ccc(-c2nnn(CC(=O)NCCc3c[nH]c4ccccc34)n2)cc1OC
-9%,CCN(C(=O)c1ccccc1)c1ccccc1
-19%,Cc1cccc[n+]1CC(=O)Nc1ccc([N+](=O)[O-])cc1Cl
-4%,CCc1ccc(-c2cc(C(=O)N3N=C(C(F)F)CC3(O)C(F)F)c3ccccc3n2)cc1 (centres undefined)
-6%,Cc1cc(-c2ccccc2)nc(N2CCN(c3ccccn3)CC2)n1
-7%,CCOC(=O)c1[nH]c(C)c(C(=O)C(C)C)c1C
-4%,CCOC(=O)c1sc(=S)n(-c2cc(F)ccc2F)c1N
-3%,CC1CCN(c2c(NCC3CCC(C(=O)N4CCc5ccccc5C4)CC3)c(=O)c2=O)CC1 (centres undefined)
-13%,C=CCOc1ccc2c(C)c(CC)c(=O)oc2c1
-18%,Cc1ccc(NC(=O)Nc2nc(-c3ccc(C)s3)cs2)cc1

3 entries from above, set out differently:
CC1CCN(c2c(NCC3CCC(C(=O)N4CCc5ccccc5C4)CC3)c(=O)c2=O)CC1 (centres undefined)
  mouse EphA4 binding: -3%

C=CCOc1ccc2c(C)c(CC)c(=O)oc2c1
  mouse EphA4 binding: -13%

Cc1ccc(NC(=O)Nc2nc(-c3ccc(C)s3)cs2)cc1
  mouse EphA4 binding: -18%

Other structures.
mouse EphA4 binding,SMILES
9%,CCc1ccc(CNCCSc2nnnn2C)cc1
-1%,CCCC(=O)N1c2ccc(-c3csc(N)n3)cc2CC1C (centres undefined)
-11%,CCOC(=O)c1cccc(-n2c(C)nc3ccccc3c2=O)c1
-12%,COC(=O)Nc1nc(C)c(C(=O)N(C)C)s1
-19%,C=CCn1c(COc2ccccc2)nnc1SCC(=O)N/N=C/c1ccc(C)cc1
-2%,CCn1c(SCCN2CCCCC2)nnc1-c1ccc(S(=O)(=O)N2CCOCC2)cc1
-6%,COC(=O)c1c(C)oc2cc3c(C(=O)OC)c(C)oc3cc12
-5%,CCOC(=O)CN1C(=O)SC(CC(=O)Nc2nccs2)C1=O (centres undefined)
-4%,CCCNC(=O)C(=O)c1cccn1-c1ccsc1C(=O)OC
-2%,CC(C)Cn1c(-c2csc3c2CCCC3)n[nH]c1=S
0%,CC(C)NC(=O)CCS(=O)(=O)c1ccc(Br)s1
0%,CCN(CC)CCN1C(=O)c2ccccc2NC1c1ccccc1F (centres undefined)
-6%,COc1nc(OC)nc(N2CCC(C(=O)Nc3cccc4c3CCCC4)CC2)n1
-3%,C=CCn1c(=O)c(C#N)cc2c(=O)n3ccccc3nc21
